Compound activity: PubChem BioAssay, Sanford-Burnham Center for Chemical Genomics
APJ ag = activates the human apelin receptor APJ. P35414. CHO-K1 APJ PathHunter beta-arrestin, luminescence; 0% DMSO wells, 100% apelin. activation, % at 20 µM. 330,000 compounds, 0.11% hits;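 active means activation more than six SD over the plate average, tested at 20 µM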;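 further: 0% = DMSO alone and 100% = apelin-13 at 10 nM; some results filed as inactive read as strong as hits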
Target sequence (P35414 whole entry, looked up): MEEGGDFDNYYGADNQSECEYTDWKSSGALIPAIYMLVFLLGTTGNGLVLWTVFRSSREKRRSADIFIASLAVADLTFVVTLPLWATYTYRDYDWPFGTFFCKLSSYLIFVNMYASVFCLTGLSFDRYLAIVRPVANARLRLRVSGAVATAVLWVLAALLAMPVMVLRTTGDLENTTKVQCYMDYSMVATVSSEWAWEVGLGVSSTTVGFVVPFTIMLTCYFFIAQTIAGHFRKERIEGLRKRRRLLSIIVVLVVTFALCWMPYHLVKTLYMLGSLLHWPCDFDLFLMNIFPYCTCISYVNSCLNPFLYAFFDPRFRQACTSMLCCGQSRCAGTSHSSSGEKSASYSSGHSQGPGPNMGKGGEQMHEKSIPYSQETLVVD
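Assay system – PathHunter CHO-K1 APJ (AGTRL-1) beta-arrestin reporter cells · Compound – one dose, 20 µM compound, 1% DMSO · Timing – compound 90 min 25 °C, reagent 1 h · Measured by – luminescence from split beta-galactosidase complementation, Galacton Star/Emerald II substrate · Measure – beta-arrestin recruitment to APJ as agonist activity, luminescent signal · Benchmarks – DMSO vs Apelin-13 10 nM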
UPR XBP1 act = activators of adaptive arm of unfolded protein response (XBP1) | AID 463104 | 330,000 compounds, 0.33% hits | activation, % at 20 µM | CHO-XBP1 luciferase reporter, IRE1-XBP1 UPR activation, luminescence; percent of tunicamycin response, DMSO as zero;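 active means versus positive control, 20 µM dose yields 30% or more activation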;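 further: 100% = tunicamycin at 10 µg/mL and 0% = DMSO only wells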
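Test system: CHO-XBP1 luciferase reporter cells | Buffer or medium: Serum-containing F12 medium, 10% FBS | Schedule: 6 h compound exposure at 37 °C, 5% CO2 | Detection: Steady-Glo luciferase glow luminescence, 10 min after reagent addition | Read-out basis: Activation, % of tunicamycin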
Mdm2 MdmX PPI = disrupts the human Mdm2-MdmX interaction. SaOS-2 split-luciferase Mdm2/MdmX complementation, luminescence. inhibition, % at 8 µM. AID 485346. 330,000 compounds, 3% hits;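 active means inhibition of at least 50% at 8 µM in the primary screen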
CXCR6 inh = inhibitors of human CXCR6 receptor. O00574. CHO-K1 PathHunter CXCR6 beta-arrestin, luminescence. 360,000 compounds, 0.36% hits. inhibition, % at 20 µM; in the data active means inhibition above about 34%, passing the limit was not always enough;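 further: antagonist mode with CXCL16 agonist at 10 nM final; 0% = 10 nM CXCL16 with DMSO and 100% = unstimulated wells without agonist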
Target sequence (O00574 whole entry, looked up): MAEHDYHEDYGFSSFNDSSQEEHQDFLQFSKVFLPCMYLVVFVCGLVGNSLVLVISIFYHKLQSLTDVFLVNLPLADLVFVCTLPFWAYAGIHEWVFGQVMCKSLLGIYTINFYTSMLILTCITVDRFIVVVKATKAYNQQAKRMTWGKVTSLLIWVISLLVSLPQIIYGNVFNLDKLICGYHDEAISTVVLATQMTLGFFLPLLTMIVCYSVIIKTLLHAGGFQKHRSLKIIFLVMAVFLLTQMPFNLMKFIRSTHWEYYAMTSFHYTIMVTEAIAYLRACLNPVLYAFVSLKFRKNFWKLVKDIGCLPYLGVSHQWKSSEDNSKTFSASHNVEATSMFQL
CHOP UPR activ = activators of apoptotic arm of unfolded protein response (CHOP) | AID 449763 | activation, % at 10 µM | 330,000 compounds, 0.34% hits | CHO-CHOP luciferase reporter, UPR activation, luminescence; percent of tunicamycin response over DMSO baseline;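 active means at 10 µM dose, activation of 40% or more, normalized to positive control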;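 further: 100% = tunicamycin at 10 µg/mL and 0% = DMSO alone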
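measured by = luciferase luminescence | assay system = CHO-CHOP cells, stable luciferase reporter of PERK-eIF2a-CHOP signalling | amount = 500 reporter cells seeded per well | timing = 6 h compound exposure at 37 °C after overnight seeding | controls = positive tunicamycin 10 µg/mL, negative DMSO alone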
tim10-1 inh = inhibits growth of tim10-1 mutant yeast | S. cerevisiae tim10-1 ts strain growth, BacTiter-Glo, 24 h | inhibition, % at 20 µM | 330,000 compounds, 2.2% hits | AID 463190;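 active means inhibition of at least 40%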;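 further: mutant grown at 25 °C; 0% = DMSO wells with yeast and 100% = wells holding no yeast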
TIM10 inh = TIM10 yeast growth inhibition; 330,000 compounds, 1.4% hits; S. cerevisiae TIM10 strain growth, BacTiter-Glo luminescence, 24 h; AID 463195; inhibition, % at 10 µM;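 active means inhibition of 40% or more at the single tested concentration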;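 further: wild-type TIM10 isogenic control strain grown at permissive 25 °C; 0% = DMSO yeast wells and 100% = minimal medium wells without yeast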
APJ antagonist = APJ receptor antagonism. P35414. CHO-K1 APJ beta-arrestin complementation, luminescence. inhibition, % at 20 µM. 330,000 compounds, 0.32% hits;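 active means inhibition above about 40% at 20 µM, limit read from the data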;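 further: cells challenged with 10 nM apelin-13 agonist together with compound; plate controls were apelin-13 plus DMSO wells for no effect and DMSO wells lacking apelin-13 for full effect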
tim23-1 inh = tim23-1 yeast growth inhibition | S. cerevisiae tim23-1 growth, BacTiter-Glo luminescence, 24 h | 330,000 compounds, 1.3% hits | inhibition, % at 20 µM;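 active means growth inhibition of the mutant yeast at or above 50%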;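 further: temperature-sensitive mutant grown at 25 °C; plate controls were DMSO-treated mutant yeast for no effect and medium wells lacking yeast for full effect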
Starred values were filed as active, the others as inactive; . = not tested or not shown. Not all compounds are listed; count on the stated rates, not on these rows.

SMILES	APJ ag	UPR XBP1 act	Mdm2 MdmX PPI	CXCR6 inh	CHOP UPR activ	tim10-1 inh	TIM10 inh	APJ antagonist	tim23-1 inh
CC(C)(C)NC(=O)C[n+]1ccc(C(N)=O)cc1	-2	0	13	-2	0.3	13	-1	-10	10
COCCn1c(SCC(=O)N2CCN(c3ccccc3)CC2)nc2c(c1=O)SC(C)C2 (stereo not given)	-3	0	6	3	1.0	5	-3	-4	-6
CSc1cccc(NC(=S)N(C(C)C)C(C)c2ccccn2)c1 (stereo not given)	2	-1	-1	4	-3.0	34	22	-17	21
CCn1cc(CNC(=S)Nc2cccc(Cl)c2C)cn1	-1	-6	31	-6	-1.3	13	13	9	16
COc1ccc(CNc2ccc([N+](=O)[O-])cn2)cc1	-5	0	-25	-2	4.2	10	10	21	6
CC1=C(C(N)=O)C(c2ccc(Cl)cc2)NC(=O)N1 (stereo not given)	-2	0	13	-1	-1.9	-6	-1	0	-7
COc1cc2c(cc1OC)C(C)N(C(=O)[C@@H](NC(=O)c1ccccc1)C(C)C)CC2 (stereo not given in full)	-2	-2	-15	-9	0.6	30	12	-31	30
COc1ccc(-c2cnn3cc(-c4cccc(Cl)c4)cnc23)cc1	-2	5	9	-6	0.8	-11	10	4	-4
CN(c1ccc(OCC(=O)OCC(=O)NC2CCCC2)cc1)S(=O)(=O)c1ccc2ccccc2c1	0	-2	6	-1	-0.7	16	4	6	17
CC(C)CCn1c(CN2CCN(Cc3ccccc3)CC2)nc2c1c(=O)n(C)c(=O)n2C	-3	-1	13	4	0.8	21	5	17	7
Cc1cc(C)c(OCCCCNCc2ccccc2)c(Cl)c1	-2	2	51*	-4	-1.7	5	19	12	31
N=c1c(-c2nc3ccccc3[nH]2)cc(C(=O)c2cccs2)nn1-c1ccc(Cl)cc1	-5	1	63*	.	2.4	27	22	17	-2
CN(C)CCNc1oc(/C=C/c2ccccc2)nc1C#N	-4	0	-22	3	2.8	-13	1	-5	10
COC(=O)C(C(=O)OC)c1ncccc1[N+](=O)[O-]	0	2	14	-5	-0.6	-3	11	14	10
CSc1ccccc1NC(=O)CN(C)C(=O)CNc1ccc(C(F)(F)F)cc1[N+](=O)[O-]	-2	0	0	7	0.4	4	-1	-2	10
CCN1C(=O)[C@H]2[C@@H](c3ccc(-c4ccc(OC)cc4)c(OC)c3)N[C@@](C)(C(=O)OC)[C@H]2C1=O	9	6	22	1	-0.1	10	11	12	14
COCCNC(=O)c1ccc(CS(=O)(=O)c2cccc(C(F)(F)F)c2)o1	-3	2	-2	4	-1.2	4	-1	8	-5
O=C(CN1CCCCC1)Nc1nc(-c2ccc(F)c(F)c2)cs1	2	5	-16	-15	2.9	5	-22	-15	9
CCO[C@@H]1OC(C(=O)NCc2nc3ccccc3[nH]2)=C[C@H](c2ccccc2)[C@H]1CCCO	0	-2	4	1	1.2	-8	2	-52	12
CCOC(=O)C(CC(=O)O)=C(c1ccccc1)c1ccccc1	0	-2	-2	-2	-0.1	8	-5	-3	12
[O-][n+]1c2c(nn1-c1ccccc1)/C(=N/O)CCC2	-4	-3	-3	-14	-0.9	6	3	13	3
COc1cccc2cc(-c3nnc(SCC(=O)Nc4nc(C)cs4)n3C)oc12	1	0	-14	-2	-0.7	34	33	-8	20
CCN(/N=C/c1cccs1)c1cc(=O)n(C)c(=O)[nH]1	-5	-1	9	5	0.1	5	-11	-8	-1
Cn1c(O)c(C=Nc2ccc(Br)cc2)sc1=O	-3	2	-57	-2	8.8	9	2	11	-10
O=C(Nc1ccc(Cl)cn1)c1ccc2[nH]c(=O)c(=O)[nH]c2c1	-2	3	-1	-6	0.7	-10	3	5	-4
CCCc1nc2n[nH]c(N)c2c2c1COC(C)(C)C2	2	3	7	0	-0.1	8	11	8	24
C[C@H]1CN(Cc2ccccc2)C(=O)[C@@H]1CC(=O)NCc1ccccc1	-6	2	-23	1	-1.3	6	13	13	25
COc1ccccc1Cn1cccc1C=O	-3	0	3	1	-2.9	11	6	12	2
Oc1ccccc1CNc1ccc(OC(F)(F)F)cc1	1	3	-1	-4	2.1	42*	33	-16	33
COc1cccc(NC(=O)CSc2nnc(Cc3ccc(C)cc3)c(=O)n2N)c1	6	-1	17	11	-0.5	3	-8	9	6

Sorted by formula weight (lowest first): some entries from above
SMILES	APJ ag	UPR XBP1 act	Mdm2 MdmX PPI	CXCR6 inh	CHOP UPR activ	tim10-1 inh	TIM10 inh	APJ antagonist	tim23-1 inh
CCN(/N=C/c1cccs1)c1cc(=O)n(C)c(=O)[nH]1	-5	-1	9	5	0.1	5	-11	-8	-1
Cn1c(O)c(C=Nc2ccc(Br)cc2)sc1=O	-3	2	-57	-2	8.8	9	2	11	-10
C[C@H]1CN(Cc2ccccc2)C(=O)[C@@H]1CC(=O)NCc1ccccc1	-6	2	-23	1	-1.3	6	13	13	25

Carrying on.
SMILES	APJ ag	UPR XBP1 act	Mdm2 MdmX PPI	CXCR6 inh	CHOP UPR activ	tim10-1 inh	TIM10 inh	APJ antagonist	tim23-1 inh
CC(C)COc1ccc(C(=O)Nc2scc(-c3ccc(Cl)cc3Cl)c2C(N)=O)cc1	0	-1	31	-8	-1.2	14	-14	-1	1
CCN(C[C@H]1N[C@@](C)(C(=O)OC)[C@H]2C(=O)N(C)C(=O)[C@@H]12)C(=O)Nc1ccccc1	-4	0	8	0	1.6	-14	-9	-21	-21
Cc1ccccc1[C@]1(C)ON(c2ccccc2C(F)(F)F)C1=O	0	7	80*	.	8.1	9	31	6	53*
COc1cccc(/C=C2\N=C(c3c(-c4ccccc4)noc3C)OC2=O)c1OC	2	-3	23	-4	-0.9	9	29	4	26
CCOc1cccc(C(=O)Nc2cccc(NC(=O)c3ccco3)c2)c1	-1	-2	35	1	1.3	-22	2	9	-12
O=C(N/C(=C/c1ccco1)C(=O)N1CCOCC1)c1ccccc1Br	2	0	20	2	2.7	-11	6	-7	5
C=CCn1c(SCc2cc(=O)n3cc(C)ccc3n2)nnc1-c1cccc(C)c1	-2	-4	13	-2	1.5	-5	-4	7	9
Cc1ccc(S(=O)(=O)N2C(=O)CCC2C(=O)N2CCN(C)CC2)cc1 (stereo not given)	-2	-2	15	-10	-1.2	1	1	4	9
NC(=O)N/N=C/c1ccc2cccc(OCc3ccccc3)c2n1	-2	1	22	1	-0.7	-2	14	4	22
C/C(=N\NC(N)=S)C1C2C3CC4C5CC(C42)C1C53 (stereo not given)	-3	-1	28	5	-0.1	23	6	17	43
COc1cc2c(cc1OC)CN(S(=O)(=O)/C=C/c1ccccc1)CC2	0	-4	9	-2	-1.3	25	4	10	22
COc1ccc(NC(=O)NCCCN2CCN(c3ccccc3F)CC2)cc1	-3	-1	-16	-1	-0.6	12	-2	-2	-5
Cc1cccc(C(C)C)c1NC(=O)COC(=O)Cc1ccsc1	-1	0	-11	-4	-0.3	26	12	12	18
Cc1cccc2cc(CN(Cc3nnnn3Cc3ccccc3)C3CCCC3)c(=O)[nH]c12	3	-3	13	-2	0.0	23	33	3	33
CCOC(=O)N1CCN(CC(O)COc2ccc(C)c(C)c2)CC1 (stereo not given)	-4	-3	1	8	3.1	0	8	-5	0
CSc1nnc(-c2cc3c(-c4ccccc4)nn(C)c3s2)n1C	-4	-2	19	-4	-1.0	8	2	9	22
COCCCNC(=S)N/N=C/c1ccc2ccccc2c1	0	3	16	7	1.7	16	41*	8	35
Cc1cc(C)c(C(=O)COC(=O)[C@H](C)Nc2ccc(C(F)(F)F)cc2[N+](=O)[O-])c(C)c1	-2	1	0	14	-2.3	10	-29	5	-1
Cc1nc(NC(=O)CCl)sc1C(=O)N(C)C	-2	-7	-5	9	3.0	-2	1	-9	-4
O=C(O)c1ccc(C2Nc3ccccc3C(=O)N2Cc2ccccc2)cc1 (stereo not given)	-5	-2	1	4	0.0	8	-9	-12	10
CCc1ccccc1Oc1ccc(S(=O)(=O)N2CCN(C)CC2)cn1	-1	-3	8	-9	2.1	-5	-7	9	10
COc1ccc(CCNC(=O)CN2C(=O)NC3(CCc4ccccc43)C2=O)cc1 (stereo not given)	-4	-2	-9	1	0.8	-6	3	1	-6
CC(=O)Nc1ccc(S(=O)(=O)Oc2ccc(C=O)cc2)cc1	-1	-1	-50	-5	2.0	7	-3	-7	-15
COc1ccccc1CCNC(=O)CCCn1nc(C)c2c(C)n(-c3ccc(C)cc3)nc2c1=O	-9	9	20	25	1.7	5	-6	23	-2
CC1(CCc2ccccc2)NC(=S)N(c2ccc(Cl)cc2)N1 (stereo not given)	2	2	-11	1	0.2	16	34	-11	11
COCCNC(=O)CN1C(=O)NC2(CCCc3cc(OC)ccc32)C1=O (stereo not given)	-2	-3	-10	0	0.1	2	11	11	2
NC(=O)NOCc1ccccc1	-3	6	2	0	1.3	-6	-11	7	-3
Cn1c(=O)c2[nH]c(SCC(=O)c3ccc(F)cc3)nc2n(C)c1=O	0	-2	11	1	1.2	3	8	16	10
O=C(Cc1ccccc1)Nc1ccnn1C1CCN(Cc2ccc(CO)o2)CC1	-2	-1	33	-1	0.7	0	-1	5	8
COc1cccc(C(=O)C2CCCN(Cc3ccc(OC)c(Cn4cncn4)c3)C2)c1 (stereo not given)	-5	-2	-13	-3	0.6	15	-5	6	1
CCOC(=O)c1c(C)[nH]c(C)c1-c1ccccc1OC	-3	-1	18	4	-0.5	13	13	4	15
COC(=O)c1c(NC(=O)CSc2nnc3ccccn23)sc2c1CCC2	-2	-2	10	2	0.4	8	9	-3	23
COc1ccc(-c2csc(NC(=O)CN3C(=O)C4CCCCC4C3=O)n2)c(OC)c1 (stereo not given)	1	0	-10	8	2.3	26	5	-3	22
C[C@@H]1C(c2ccc(F)cc2)=NN(c2ccc(Br)cc2)[C@H]1C(=O)N1CCOC1=O	.	0	10	-5	4.0	34	44*	.	61*
COc1ccc(NC(=O)[C@H](CCS(C)(=O)=O)N2Cc3ccccc3C2=O)c(OC)c1	-2	-5	10	-6	2.0	5	-2	-2	-12
O=C(CSc1nnc(-c2ccccc2F)n1C1CCCCC1)N1CCCC1	6	0	14	-7	-0.9	24	29	-5	13
O=c1[nH]cc(S(=O)(=O)N2CCOCC2)c(=O)[nH]1	-2	-1	16	7	-1.1	-16	-14	1	-23
O=C(c1cn(-c2ccccc2)nc1-c1cccnc1)N1CCCC(C(F)(F)F)C1 (stereo not given)	-5	-3	-8	0	-1.6	1	-1	5	13
COc1ccc(Cn2c(=O)[nH]c3cc(C(=O)NCCCN4CCCCC4)ccc3c2=O)cc1	-2	-1	-15	21	-1.6	16	0	-22	22
COc1ccc(-c2nn(-c3ccccc3)cc2C(=O)Nc2cccc(S(=O)(=O)NC3=NCCC3)c2)cc1	-1	3	26	6	3.5	8	11	1	-3
Cc1cc2nc(CCN(C(=S)NCC(C)C)C3CCCC3)[nH]c2cc1C	-4	-6	4	0	-1.2	29	19	11	28
